SIAH1 antagonists = Siah-1 peptide-binding antagonists, primary screen, biochemical, fluorescence polarization, rhodamine-plectin, uHTS (AID 1817). Siah-1 / rhodamine-plectin peptide fluorescence polarization; higher % means a stronger effect. displacement, % at 20 µM; hits with a dose series show IC50 in µM. actives 0.02% (n = 290,000);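 active means displacement of at least 50% at 20 µM, with a fluorescence ratio check between 0.3 and a set limit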;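 further: plate controls were Siah plus tracer with DMSO for no effect and tracer alone without Siah for full effect; strong numbers were not always called active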
West Nile antiviral = West Nile virus antiviral activity, cell-based, CPE readout (AID 1621); actives 0.02% (n = 290,000); West Nile virus-infected cells, CPE inhibition; higher % means a stronger effect; CPE inhibition, % at 10 µM; hits with a dose series show IC50 in µM; in the data active means a potency from the dose series; inconclusive means CPE inhibition mostly from about 3.7% at the one dose, without a potency; inactive means the rest, 99 in 100 with CPE inhibition below about 2.2%; further: strong numbers were not always called active
XIAP displacement = small molecules displacing peptide from XIAP – biochemical, IAP family, fluorescence polarization (AID 1018) | XIAP BIR domain, fluorescence polarization peptide displacement; higher % means a stronger effect | displacement, % at 20 µM, or IC50 in µM where a hit was titrated | actives 0.007% (n = 200,000); in the data active means displacement above about 50%; further: a part of the inactive calls stands beside numbers as strong as those of hits
Salmonella PhoP GFP = PhoP-dependent GFP reporter repression – Salmonella Typhimurium, primary screen (AID 1863) | S. Typhimurium PhoP-regulated promoter GFP reporter, 4 h; higher % means a stronger effect | one-dose inhibition, % at 50 µM; IC50 in µM for titrated hits | actives 0.16% (n = 300,000);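 active means inhibition over 29.93%, a cutoff 3 SD above the screen mean, later confirmed by dose response; inconclusive means inhibition over 29.93% but no dose response follow-up; inactive means inhibition at most 29.93% or unconfirmed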;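 further: 0% = low Mg2+ inducing control and 100% = high Mg2+ repressing control; strong numbers were not always called active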
Yfh1-off respiration = enhancers of respiration in Yfh1-depleted yeast, dose response, Friedreich's ataxia, plus single-dose screen (AID 1465); fold induction at 50 µM; hits with a dose series show EC50 in µM; S. cerevisiae Yfh1-off respiration, WST-1 reduction, 72 h; higher fold induction means a stronger effect; actives 0.074% (n = 220,000);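 active means fold induction of absorbance versus untreated yeast above a set limit, then at least 30% activation at any dose in follow-up; inconclusive means repeats straddling the limit, or above it without dose testing; inactive means fold induction below the set limit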;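 further: activators that raise dye reduction in frataxin-depleted yeast; strong numbers were not always called active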
M1AAP inhibition = P. falciparum M1AAP inhibitors, biochemical, fluorogenic H-Leu-NHMec substrate, 1536-well (AID 1445) | recombinant M1AAP, H-Leu-NHMec fluorogenic kinetic assay; higher % means a stronger effect | inhibition, % at 30 µM, or IC50 in µM where a hit was titrated | actives 0.42% (n = 220,000);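 active means primary inhibition above the hit cutoff, then over 50% inhibition at one or more dose response concentrations, cut at about 23% in these data, passing the limit was not always enough; inconclusive means conflicting primary data, or primary hits not chosen for dose response; inactive means low primary inhibition, or under 50% at every dose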;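 further: plate controls were DMSO full reaction for no effect and no enzyme background for full effect; strong numbers were not always called active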
M17LAP inhibition = P. falciparum M17LAP inhibitors, primary screen, biochemical, fluorogenic H-Leu-NHMec substrate, 1536-well (AID 1619) | actives 0.38% (n = 220,000) | inhibition, % at 30 µM, or IC50 in µM where a hit was titrated | recombinant M17LAP, H-Leu-NHMec fluorogenic kinetic assay; higher % means a stronger effect;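 active means compound inhibiting the enzyme by more than half at any dose during confirmatory dose-response retesting; inconclusive means strong single-dose inhibitors picked by rank but not retested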;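 further: plate controls were full reaction with DMSO carrier for no effect and no enzyme background for full effect; strong numbers were not always called active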
PMI inhibition = human PMI inhibitors, high substrate, primary screen, biochemical, fluorescence intensity, high mannose 6-phosphate (AID 1220); inhibition, % at 20 µM, or IC50 in µM where a hit was titrated; actives 0.66% (n = 190,000); recombinant PMI enzyme, coupled fluorescence intensity; higher % means a stronger effect; in the data active means inhibition above about 50%
CSM14.1 death rescue = rescue of cells from ER stress-induced death, primary screen, 384-well, CSM14.1, thapsigargin, ATP luminescence (AID 1222). CSM14.1 thapsigargin-induced death rescue, ATP luminescence; higher % means a stronger effect. one-dose cellular ATP content (survival), % at 20 µM; EC50 in µM for titrated hits. 190,000 tested, under 10 active;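 active means EC50 below 50 µM in the dose-response confirmation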;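 further: death triggered by thapsigargin at about 15 µM added after 2 h compound pretreatment; cell ATP read after overnight thapsigargin exposure of roughly 18 to 22 hours; normalized against plate controls of thapsigargin alone and 5% DMSO vehicle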
Active calls of the source: *; i = inactive; ? = inconclusive; · = not tested or not shown; & = joins results of further samples.

The opening 3 entries, to show the layout:
SMILES | SIAH1 antagonists | West Nile antiviral | XIAP displacement | Salmonella PhoP GFP | Yfh1-off respiration | M1AAP inhibition | M17LAP inhibition | PMI inhibition | CSM14.1 death rescue
CCOc1ccc(N2CCn3c2nc2c3c(=O)n(CCc3ccccc3)c(=O)n2C)cc1 | -2% | · | -4.1% | · | · | · | · | 4% | -0.8%
CCC1CCCCN1CCCNC(=O)CC1Oc2ccccc2NC1=O (stereo unspecified) | 1% | -0.8% | -1.9% | 0% | i | 7% | -7% | -3% | -2.7%
COCCCNCC(O)C(F)(F)F (stereo unspecified) | 6% | 0.1% | -8.7% | 0% | i | 11% | 3% | -2% | -0.1%

Main list (from the top)
SMILES | SIAH1 antagonists | West Nile antiviral | XIAP displacement | Salmonella PhoP GFP | Yfh1-off respiration | M1AAP inhibition | M17LAP inhibition | PMI inhibition | CSM14.1 death rescue
CCOc1ccc(N2CCn3c2nc2c3c(=O)n(CCc3ccccc3)c(=O)n2C)cc1 | -2% | · | -4.1% | · | · | · | · | 4% | -0.8%
CCC1CCCCN1CCCNC(=O)CC1Oc2ccccc2NC1=O (stereo unspecified) | 1% | -0.8% | -1.9% | 0% | i | 7% | -7% | -3% | -2.7%
COCCCNCC(O)C(F)(F)F (stereo unspecified) | 6% | 0.1% | -8.7% | 0% | i | 11% | 3% | -2% | -0.1%
Cc1ccc(C2CCN(C(=S)NC(C)C)C2)cc1 (stereo unspecified) | -4% | -0.2% | -3.4% | -5% | i | 3% | 1% | -10% | -6.0%
CC1=C(C(=O)Nc2ccccc2)C(c2ccco2)NC(=S)N1 (stereo unspecified) | 1% | -0.6% | -1.8% | 0% | i | 1% | 2% | 2% | -0.2%
Cc1nc2c(C#N)cnn2c2c1CCN(Cc1ccccc1)N2C | -3% | 0.4% | -8.6% | -4% | i | 0% | 2% | -9% | -1.2%
CC1=CC(C)(C)N(C(=O)CSc2nnc(N)s2)c2cc(C)c(C)cc21 | 2% | -0.4% | 0.6% | 7% | i | 7% | 3% | 0% | 2.1%
COC(=O)c1ccccc1NC(=O)Nc1cnccn1 | 2% | 0.9% | -6.9% | 2% | i | 7% | -7% | 7% | -2.2%
O=C(CSc1ncn[nH]1)Nc1ccccc1Sc1ccc(Cl)cc1 | 1% | 0.6% | -0.5% | 11% | i | -4% | 32% | 12% | -1.5%
CCOC(=O)c1cnn2c(C)cc(-c3ccccc3)nc12 | -5% | 0.1% | -2.9% | 4% | i | 3% | -155% | 4% | 0.0%
CC(=O)c1cn(Cc2ccccc2)c(=O)n(Cc2ccc(F)cc2)c1=O | -6% | -1.4% | -4.4% | -2% | i | 7% | 2% | 18% | -0.1%
CCNc1nc(NCC)nc(N/N=C/c2ccc(O)c(O)c2)n1 | -6% | -0.5% | -5.2% | -3% | i | 1% | 10% | 22% | -0.2%
CN(CC(=O)Nc1ccc(F)c(F)c1F)c1cnccn1 | · | ? | · | 16% | i | -3% | -6% | · | ·
C=C(C)COc1ccc(-c2nc(N)nc(C)c2Oc2ccccc2OC)c(O)c1 | -1% | -0.1% | 1.3% | -8% | i | 17% | 2% | 20% | 1.4%
FC(F)C(F)(F)c1cc(-c2ccccc2)n[nH]1 | -5% | -0.2% | · | -9% | i | -1% | 12% | · | ·
CN(Cc1ccccc1)S(=O)(=O)c1ccc(Cl)nc1 | 4% | 0.2% | -2.7% | 2% | i | 6% | -16% | -2% | -0.5%
Cc1cc(C)nc(NS(=O)(=O)c2ccc(NC(=O)c3cc(-c4ccccc4)nc4ccccc34)cc2)n1 | 6% | -0.1% | -4.8% | -2% | i | 9% | -13% | 9% | -1.0%
O=C(NNC1=NC2(CCCC2)Cc2ccccc21)c1ccncc1 | -5% | -0.5% | -4.9% | -7% | i | 3% | 0% | -3% | -0.7%
NC(=O)C1CCN(C(=O)CN(c2cccc(C(F)(F)F)c2)S(=O)(=O)c2ccccc2)CC1 | -4% | 0.0% | -1.2% | -1% | i | -4% | -8% | 4% | -0.2%
COc1ccnc(Oc2ccc(F)cc2)c1C(=O)N/C=N/OCc1ccc(Cl)cc1Cl | 8% | 0.7% | -3.2% | 0% | i | 7% | 5% | 26% | -1.9%
COC(=O)c1cc(NC(=O)c2ccccc2)c(=O)oc1C | -1% | -0.3% | -7.8% | -7% | i | 5% | -1% | -43% | -0.9%
Cc1cc(C)nc(SCc2nnc(SCC(=O)Nc3c(C)cccc3C)o2)n1 | -1% | 0.0% | -5.3% | 9% | i | -2% | 11% | -2% | -0.2%
CCC(=O)N/N=C(\C)CC(=O)Nc1cc(Cl)ccc1C | -1% | -0.7% | 3.6% | 9% | i | 3% | -15% | -9% | -1.6%
CCCCOC(=O)Nc1nc2ccc(OC)cc2s1 | -5% | 0.1% | -12% | 6% | i | -4% | -2% | 8% | -3.5%
CN(c1ccccc1)S(=O)(=O)c1ccc(Cl)c(C(=O)OCC(N)=O)c1 | -3% | 0.3% | -10% | 1% | i | 0% | 2% | 5% | -2.6%
CC(C)OC(=O)CN1CCN(S(=O)(=O)c2cc(Cl)ccc2Cl)CC1 | -2% | 0.4% | -6.1% | -6% | i | 7% | -6% | -9% | -0.7%
O=C(N/N=C/c1c[nH]c2ccc(Br)cc12)c1ccn(Cc2ccc(Cl)cc2)n1 | -4% | · | -2.7% | -5% | · | 6% | -4% | 14% | -1.1%
CSc1nc(Oc2ccc(C)cc2)cc(C(F)(F)F)n1 | 1% | 0.0% | -4.7% | -9% | i | 0% | -13% | -4% | 2.6%
CCCCCCn1c(N2CCN(c3cccc(Cl)c3)CC2)nc2c1c(=O)[nH]c(=O)n2C | 3% | -0.2% | -1.7% | -5% | i | 6% | -9% | 8% | -1.3%
COc1ccc(C2CCCN2C(=S)Nc2ccc(C)cc2C)cc1OC (stereo unspecified) | 0% | -1.1% | -5.9% | 5% | i | 2% | 0% | -5% | -5.8%
NCCCC[C@@H]1NC(=O)c2cc([N+](=O)[O-])cc(F)c2NCCCC[C@@H](C(N)=O)NC(=O)CNC1=O | -6% | 0.3% | -9.5% | 11% | i | 6% | 15% | 16% | -5.0%
Cn1c(Oc2ccccc2)c(C=O)c2ccccc21 | -1% | -0.2% | -1.4% | -7% | i | 0% | 4% | -5% | 4.5%
O=C(Cn1cnc2ccccc2c1=O)Nc1cccc(S(=O)(=O)N2CCCCC2)c1 | -8% | 0.3% | · | -4% | i | 6% | 0% | · | ·
CN(C(=O)c1ccccc1OC1CCN(S(C)(=O)=O)CC1)C1CCOC1 (stereo unspecified) | -5% | -0.5% | -0.9% | 12% | i | 8% | 5% | -13% | -0.4%
CCN(CC)S(=O)(=O)c1ccc(N2CCCC2)c(NS(=O)(=O)c2ccc(F)cc2)c1 | -2% | -1.1% | -11% | -6% | i | 0% | -2% | 18% | -1.2%
O=C(COc1ccc2ccccc2c1)N1CCN(C(=O)c2ccc([N+](=O)[O-])cc2)CC1 | -3% | -1.2% | -2.0% | 8% | i | 10% | 5% | 4% | ·
CCc1cc2c(=O)[nH]c(COC)nc2s1 | 3% | 1.0% | -5.7% | 13% | i | 2% | -2% | -7% | -0.7%
COc1cc(/C=N/NC(N)=S)ccc1OCC(=O)Nc1ccc(C)c(C)c1 | 2% | 0.0% | 0.8% | -6% | i | 4% | 5% | 4% | -2.3%
CCOC(=O)c1c(NC(=O)c2nn(CC)cc2Br)c(C#N)cn1-c1ccccc1 | 0% | -0.2% | -6.6% | 4% | i | 2% | -11% | 6% | -2.0%
COc1ccc(/C=N/NC(=O)c2ccn[nH]2)cc1COc1ccc(Cl)cc1 | -3% | 0.3% | -2.7% | -11% | i | 3% | -1% | 9% | -0.7%
O=C1C2C3c4ccccc4C(c4ccccc43)C2C(=O)N1c1cccc2cccnc12 (stereo unspecified) | -1% | -0.4% | -3.7% | 30% | i | -13% | 3% | 16% | -0.1%
COc1ccc(C2=NOC(C(=O)Nc3c(C)n(C)n(-c4ccccc4)c3=O)C2)cc1 (stereo unspecified) | 0% | -0.1% | -12% | 4% | i | 8% | 20% | 8% | -0.3%
Cc1ccc(C(=O)NCCc2nnc3ccc(SCC(=O)Nc4c(C)cc(C)cc4C)nn23)cc1 | 3% | -1.1% | 12% | -9% | i | 1% | 53% | -2% | -0.4%
c1ccc(-c2noc(CSc3nnnn3C3CCCCC3)n2)cc1 | -4% | -1.2% | -2.9% | -1% | i | 7% | -16% | -2% | -1.3%
COc1ccc(CCNC2CC(=O)N(N(C)C)C2=O)cc1OC (stereo unspecified) | 0% | -0.7% | -2.5% | 9% | i | 3% | -15% | 5% | -1.1%

3 structures from above, arranged by length of the SMILES, ascending:
SMILES | SIAH1 antagonists | West Nile antiviral | XIAP displacement | Salmonella PhoP GFP | Yfh1-off respiration | M1AAP inhibition | M17LAP inhibition | PMI inhibition | CSM14.1 death rescue
Cn1c(Oc2ccccc2)c(C=O)c2ccccc21 | -1% | -0.2% | -1.4% | -7% | i | 0% | 4% | -5% | 4.5%
c1ccc(-c2noc(CSc3nnnn3C3CCCCC3)n2)cc1 | -4% | -1.2% | -2.9% | -1% | i | 7% | -16% | -2% | -1.3%
O=C(COc1ccc2ccccc2c1)N1CCN(C(=O)c2ccc([N+](=O)[O-])cc2)CC1 | -3% | -1.2% | -2.0% | 8% | i | 10% | 5% | 4% | ·

Next section.
SMILES | SIAH1 antagonists | West Nile antiviral | XIAP displacement | Salmonella PhoP GFP | Yfh1-off respiration | M1AAP inhibition | M17LAP inhibition | PMI inhibition | CSM14.1 death rescue
O=C(CSc1nc(-c2ccco2)cc(C(F)(F)F)n1)N1CCSCC1 | 4% | -0.2% | -2.6% | 6% | i | 2% | 16% | -5% | -1.4%
N=c1c[n+](N2CCOCC2)[n-]o1 | 4% | 0.5%&0.2% | -7.5% | -5%&-8% | i | 0% | 4% | -16% | -0.5%
CSCC(=O)NS(=O)(=O)c1ccc(C)cc1 | -5% | 0.2% | -12% | 1% | i | 0% | 9% | -20% | -3.4%
CCCCn1c(N)c(N(CC)C(=O)CCc2ccccc2)c(=O)[nH]c1=O | 5% | -0.1% | -5.9% | -3% | i | -3% | -11% | -4% | -0.6%
CN(C(=O)CSc1ncnc2sccc12)c1c(N)n(Cc2ccccc2)c(=O)[nH]c1=O | 2% | 0.0% | · | -14% | i | -1% | 3% | · | ·
Cc1cc(C)n(S(=O)(=O)c2ccc(Cl)c(Cl)c2Cl)n1 | -1% | 0.0% | -2.7% | -1% | i | 12% | 7% | 10% | -0.6%
Cc1nc2ccccc2c(=O)n1NC(=O)c1ccc([N+](=O)[O-])cc1 | 5% | 0.0% | -5.1% | -2% | i | -8% | 10% | -8% | 2.4%
Cc1occc1-c1nnc(SCC(=O)N2CCOCC2)n1CC(C)C | 6% | 0.2% | -6.0% | 2% | i | -5% | -5% | 6% | -4.7%

Screening results: PubChem, several laboratories
